# ABCB1 block = human ABCB1 inhibition, ABCG2 as counter-screen | P08183 | CCRF-Adr cells, JC-1 efflux, flow cytometry | inhibition, % at 6.6 µM | hit rate 0.067% among 190,000; in the data active = inhibition above about 40%;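 note: 0% = vehicle and 100% = reference inhibitor; higher value means more JC-1 retained so stronger ABCB1 efflux block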
# Mcl1 Bid PPI = disrupts binding of human Mcl-1 to Bid peptide | Q07820 | TR-FRET Mcl-1/Bid-Dy647 peptide binding, 1536-well | inhibition, % at 21.7 µM | hit rate 0.97% among 220,000 | AID 1021;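 active = compounds that cut the binding signal by more than half at the single screening dose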;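 note: His-tagged Mcl-1 with europium anti-His antibody binding Bid BH3 peptide; 0% = Mcl-1 plus peptide wells and 100% = peptide-only wells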
# Target sequence (Q07820 whole entry, looked up): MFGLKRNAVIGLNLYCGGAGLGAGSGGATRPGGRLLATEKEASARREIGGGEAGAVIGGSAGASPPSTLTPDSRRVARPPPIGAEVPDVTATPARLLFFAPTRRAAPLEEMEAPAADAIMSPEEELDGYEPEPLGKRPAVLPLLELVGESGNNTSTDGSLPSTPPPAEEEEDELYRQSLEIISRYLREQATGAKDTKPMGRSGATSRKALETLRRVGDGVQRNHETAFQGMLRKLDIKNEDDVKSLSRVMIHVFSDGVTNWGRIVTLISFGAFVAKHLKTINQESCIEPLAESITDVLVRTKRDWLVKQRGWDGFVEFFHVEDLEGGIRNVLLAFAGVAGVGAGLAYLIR
# Mcl-1 Bim block = inhibitors of Bim-Mcl-1 interaction, human; Q07820; Bead-based flow cytometry, Bim peptide-Mcl-1 binding; inhibition, % at 10 µM; hit rate 0.1% among 190,000; AID 1009; in the data active = inhibition above about 40%;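 note: 0% = no compound tracer wells and 100% = peptide blocker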
# ABCG2 block = human ABCG2 inhibition, ABCB1 as counter-screen; IgMXP3 cells, JC-1 efflux, flow cytometry; inhibition, % at 6.6 µM; hit rate 0.1% among 190,000; AID 1325;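 active = inhibition above 80%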;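 note: 0% = DMSO and 100% = nicardipine control wells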
#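 Test system: ABCG2 IgMXP3 and barcoded ABCB1 CCRF-Adr cell mix; Schedule: cells with compound and JC-1, 10 min at 25 °C, rotating, no wash; Technique: flow cytometry of retained JC-1 fluorescence; Measure: % inhibition of efflux relative to nicardipine and DMSO; Controls: nicardipine high and DMSO low controls.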
# RGS8-Gao = modulates binding of RGS8 to human Galphao; multiplexed bead flow cytometry; actives lie on both sides; response (percent of control binding), % at 10 µM; hit rate 0.34% among 220,000; in the data active = response below about 60% or above about 140%; inactive = in between;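 note: Galphao activated as the GDP aluminium fluoride complex binding bead-coupled RGS8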
# Target sequence (P09471 whole entry, looked up): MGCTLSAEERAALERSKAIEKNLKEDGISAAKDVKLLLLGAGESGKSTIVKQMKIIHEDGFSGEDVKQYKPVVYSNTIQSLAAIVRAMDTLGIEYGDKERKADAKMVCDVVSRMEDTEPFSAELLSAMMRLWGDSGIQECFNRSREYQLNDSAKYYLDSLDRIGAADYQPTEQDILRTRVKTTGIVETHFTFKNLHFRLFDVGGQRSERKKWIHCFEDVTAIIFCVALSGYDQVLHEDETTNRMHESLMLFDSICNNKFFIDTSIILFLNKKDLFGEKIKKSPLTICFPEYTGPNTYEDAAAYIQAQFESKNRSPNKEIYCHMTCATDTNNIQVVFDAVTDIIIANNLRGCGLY
# Mcl1 Noxa PPI = Mcl-1/Noxa interaction inhibition; Q07820; TR-FRET Mcl-1/Noxa peptide binding, 2 h; inhibition, % at 21.7 µM; hit rate 1.5% among 220,000; AID 1022;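 active = compounds that cut the protein-peptide binding signal by more than 50% relative to plate controls in a single-dose test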;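 note: His-tagged Mcl-1 with rhodamine Noxa BH3 peptide and terbium anti-His antibody; 0% = Mcl-1 plus Noxa peptide wells and 100% = peptide-only wells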
# RGS7-Gao reg = regulators of human RGS7-Galphao interaction. Multiplexed bead flow cytometry, RGS7-Galphao binding; actives lie on both sides. AID 1439. binding response (% of control), % at 10 µM. hit rate 0.35% among 220,000. P09471; in the data active = binding response below about 49% or above about 150%; inconclusive = no clear call, values can overlap the other calls; inactive = in between;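 note: fluorescent Galphao held in activated GDP-AlF4 state binding bead-coupled RGS7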
# RGS4-Gao reg = human RGS4-Galphao interaction regulation. P09471. Multiplexed bead flow cytometry, RGS4-Galphao binding; actives lie on both sides. binding response (% of control), % at 10 µM. hit rate 0.33% among 220,000; in the data active = binding response below about 49% or above about 150%; inactive = in between;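 note: fluorescent Galphao activated with aluminum fluoride binding bead-coupled RGS4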
# Avidin fluor = compound fluoresces at 488/530 nm on avidin beads; AID 1775; hit rate 0.38% among 220,000; compound fluorescence 488/530 nm, flow cytometry; stronger effect = higher value; fluorescence (KMESF) at 10 µM; in the data active = fluorescence above about 47; note: inactives centre near 10
# GSH bead fluor = GSH bead compound fluorescence profile. GSH beads flow cytometry, compound fluorescence 488/530 nm; stronger effect = higher value. fluorescence (KMESF) at 10 µM. hit rate 0.25% among 190,000; in the data active = fluorescence above about 89;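 note: glutathione beads carrying GST-tagged Bcl family fusion proteins plus one bare bead set; values are compound well signal with DMSO vehicle wells as background; inactives centre near 16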
# Pf gametocyte = inhibitors of late stage P. falciparum gametocyte viability; P. falciparum stage V gametocytes, ATP luminescence, 24 h; inhibition, % at 10.9 µM; hit rate 0.065% among 150,000; AID 743093;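 active = inhibition above the mean plus 3 SD of compounds within the control limits, set per campaign, cut at about 38% in these data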;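 note: 0% = DMSO wells and 100% = medium only without gametocytes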
# Numbers without * were called inactive; ? = inconclusive; · = no result given; & = joins results of further samples.
SMILES,ABCB1 block,Mcl1 Bid PPI,Mcl-1 Bim block,ABCG2 block,RGS8-Gao,Mcl1 Noxa PPI,RGS7-Gao reg,RGS4-Gao reg,Avidin fluor,GSH bead fluor,Pf gametocyte
Cc1nnc(C)n1/N=C/c1cccn1C,-0.6,-5,-1,6,100,-3,94,94,11,34,9
O=C(NCc1cccs1)C1CCCN1C(=O)Nc1ccc(Cl)cc1 (centres undefined),1.2,-3,0,13,105,1,?,107,12,15,·
Cc1ccc2nc(NC(=O)COC(=O)c3ccco3)sc2c1,1.3,-9,-3,6,100,-21,102,100,40,13,-13
C[C@H]1CC[C@H]2C(=O)N3[C@H](c4cccc(N5CCCC5=O)c4)[C@@H](C)CC[C@H]3C(=O)N2[C@@H]1c1cccc(N2CCCC2=O)c1,2.7,-17,-1,0,93,-3,95,92,6,18,·
CCN(Cc1ccccc1)S(=O)(=O)c1cc(C(=O)NC2CCCCCC2)ccc1OC,1.1,-15,1,2,102,11,103,102,5,6,-5
O=C1NC(=O)C(CC(=O)N(Cc2ccco2)C2(C(=O)NC3CCCCC3)CCCCC2)N1 (centres undefined),0.4,-24,-5,1,95,-26,95,95,12,25,-4
Cc1cccc(Cn2c(SCCO)nc3c2c(=O)n(C)c(=O)n3C)c1,2.6,-20,4,13,95,4,95,94,3,15,·
CCN(CC)S(=O)(=O)c1ccc(Cl)c(C(=O)Oc2cccnc2)c1,0.7,-17,-2,2,98,8,94,98,13,24,·
COc1ccc(C2CC(c3ccc(OC)cc3)n3nc(NC(=O)c4ccco4)nc3N2)cc1 (centres undefined),-0.5,-50,-2,33,97,-17,100,98,16,35,4
CC(C)OCCCNC(=O)CCN1C(=O)COc2ccccc21,1.0,-1,0,4,94,21,96,99,11,31,21
CCOc1ccc(NC(=O)c2ccc3snnc3c2)cc1,-0.1,-10,-3,1,104,-3,109,105,6,14,15
O=C(C1CC1)N1CCN=C1SCc1ccc(Cl)cc1,0.5,-8,1,6,103,4,99,103,20,11,-10
O=C(NCC(c1cccnc1)N1CCN(c2ccc(F)cc2)CC1)c1ccc2c(c1)OCO2 (centres undefined),0.3,-11,-1,3,104,16,101,102,5,39,·
Cc1cc(C)n2nc(SCC(=O)Nc3ccccc3)nc2n1,-0.1,-13,-2,0,99,4,97,101,20,11,-42
CCCCNS(=O)(=O)c1ccc(OC)c(Cl)c1Cl,0.6,-9,-2,3,100,4,97,98,11,17,-4

# 2 compounds drawn at random from those above, as already listed:
SMILES,ABCB1 block,Mcl1 Bid PPI,Mcl-1 Bim block,ABCG2 block,RGS8-Gao,Mcl1 Noxa PPI,RGS7-Gao reg,RGS4-Gao reg,Avidin fluor,GSH bead fluor,Pf gametocyte
O=C1NC(=O)C(CC(=O)N(Cc2ccco2)C2(C(=O)NC3CCCCC3)CCCCC2)N1 (centres undefined),0.4,-24,-5,1,95,-26,95,95,12,25,-4
CCN(Cc1ccccc1)S(=O)(=O)c1cc(C(=O)NC2CCCCCC2)ccc1OC,1.1,-15,1,2,102,11,103,102,5,6,-5

# Additional structures:
SMILES,ABCB1 block,Mcl1 Bid PPI,Mcl-1 Bim block,ABCG2 block,RGS8-Gao,Mcl1 Noxa PPI,RGS7-Gao reg,RGS4-Gao reg,Avidin fluor,GSH bead fluor,Pf gametocyte
CCNc1nc(N2CCCC2)nc(N2CCCC2)n1,0.8,-14,3,1,103,3,98,103,12,27,1
CCN1C(=O)C(F)(CC)C(=O)c2ccccc21 (centres undefined),-1.4,0,-1,-4,103,12,103,106,25,15,·
Cn1nc(CC(=O)NC2CCCCCCCCCCC2)c2ccccc2c1=O,1.5,39,0,3,99,-37,100,92,15,23,·
CNc1oc(-c2ccccc2Cl)nc1C#N,0.1,-61,1,2,103,27,103,105,14,24,1
COCc1cc(C)nc(Nc2ccc(C)c(C)c2)c1C#N,0.8,-1,-4,20,106,22,110,107,13,30,·
COc1ccnc(NCc2cccc(C(F)(F)F)c2)c1C#N,1.0,-2,-5,4,100,-23,101,101,13,24,12
CCCCCC#CCC#CCC#CCC#CCCCC(=O)O,-0.8,100*,0,0,93,103*,83,89,8,18,·
Cc1c(/C=N/Nc2ccc([N+](=O)[O-])cn2)c2ccccc2n1Cc1ccccc1,·,-57,·,·,98,7,?,95,7,·,-4
CCOC(=O)C(NCCCCl)c1ccccc1 (centres undefined),0.0,-20,2,1,98,7,102,102,6,9,-10
CCC(C)Nc1nc(N)c([N+](=O)[O-])c(Nc2ccccc2OC)n1 (centres undefined),·,4,·,·,92,9,?,94,2,·,9
O=C(NNC(=O)c1ccc(Cl)cc1Cl)c1csc(-c2cccnc2)n1,·,-24,·,·,102,-46,?,100,6,·,-2
O=C(NCC1CCCO1)c1ccc(NS(=O)(=O)c2cccs2)cc1 (centres undefined),·,-16,·,·,93,10,?,93,2,·,9
COc1cc(CNc2ccc(CNc3ncn[nH]3)cc2)ccc1OCC(=O)NC(C)(C)C,1.5,-70,-6,5,109,8,97,103,6,9,4
CCn1c(/C=C2\C(=O)Nc3ccccc32)nc2ccccc2c1=O,1.0,-7,-5,14,102,21,101,100,12,14,-17
CCCC(C)C(=O)NCc1ccc2c(c1)OCO2 (centres undefined),0.1,-4,-1,-1,102,4,106,106,34,25,-4
COc1ccccc1NC(=O)c1ccccc1-c1nc(-c2ccccc2OC)no1,0.6,-11,-1,2,100,13,95,96,11,13,·
O=C(c1cccs1)N(c1ccc(Cl)cc1)C1C=CS(=O)(=O)C1 (centres undefined),0.2,-15,2,0,104,8,?,106,9,13,-9
Cn1ncc2c(NCc3ccccc3)ncnc21,0.2,0&33,0,2,103&104,11&7,?,101&111,8&9,43,-61
FC(F)(F)c1cnc2c(c1)Nc1ccccc1S2,0.1,-56,1,1,102,1,102,107,3,27,·
COC(=O)c1ccc(COc2ccc(-c3nn[nH]n3)cc2)cc1,0.5,-11,-6,1,102,-4,103,102,13,26,13
Cc1ccc(N/N=C2\CS(=O)(=O)N(C)c3ccsc32)cc1,-0.4,-12,-4,3,99,31,100,98,10,13,-5
COc1ccc(OC)c(-n2c(-c3cccc(S(=O)(=O)N(C)C)c3)n[nH]c2=S)c1,-0.4,-15,-2,2,98,9,?,101,12,12,4
Cc1cccc(NC(=O)CN2C(=O)S/C(=C\c3ccc(O)c([N+](=O)[O-])c3)C2=O)c1,-1.7,-43,1,-4,101,21,91,101,4,20,7
Nc1ccccc1C(=O)N=Nc1[nH]c(N)c2ccccc12,0.1,-34,-3,5,104,5,102,101,2,6,1
Cc1ccc(C2=NN(CC(=O)NCc3ccccn3)C(=O)CC2)cc1,0.0,-8,0,-2,107,7,104,105,17,17,·
CCOC(=O)c1c(-c2ccccc2)csc1NC(=O)c1cccc(N2C(=O)CCC2=O)c1,0.4,-2,0,4,101,-4,102,100,8,13,13
COc1ccccc1-c1c(NC(=O)C(C)C)n(C)c2ccccc2c1=O,·,4,·,·,103,8,?,106,7,·,-8
COc1ccc(/C=N/Nc2nc(-c3cccnc3)nc3ccccc23)cc1OC,·,-22,·,·,98,50,?,100,6,·,18
COc1cccc(C(=O)COc2ccccc2-c2ccccc2)c1,1.1,3,-5,14,101,0,100,103,10,12,-2
COC(=O)c1ccc(NC(=S)Nc2ccccn2)cc1,0.6,-8,-2,3,·,-1,·,·,·,15,·
CC1=C(C(=O)OCc2ccc3c(c2)OCO3)C(c2ccc(F)cc2)NC(=O)N1 (centres undefined),1.4,-8,-7,28,124,13,128,126,13,32,·
COc1ccc(C(=O)N2CCCC(c3nc(-c4ccc(OC)c(OC)c4)no3)C2)c(OC)c1 (centres undefined),3.0,-9,-5,42,101,27,101,100,13,28,14
COC(=O)NNC(=O)COc1ccc(Br)c(C)c1,-0.3,-23,-3,-2,97,-3,99,101,30,10,·
O=C(NC(=S)NCCc1ccccc1)c1ccccc1,0.3,-76,0,3,105,5,103,104,12,76,·
COc1cc(N/N=C/c2ccc(N(C)C)cc2)ncn1,-0.1,-30,0,0,103,21,100,102,10,12,-9
COc1cc(N2CCOCC2)ncn1,0.0,-16,-1,0,102,3,102,99,13,15,4
O=C(Nc1nnc(SCc2c(Cl)cccc2Cl)s1)C1CCCO1 (centres undefined),0.8,1,-4,3,103,6,101,99,26,21,·
COC(=O)/C=C/c1ccc2c(c1)OCO2,0.8,-12,1,2,101,2,101,101,23,11,0
CC(CN1CCN(C)CC1)OC(=O)c1ccc(Cl)cc1 (centres undefined),0.1,4,-1,10,100,16,101,99,36,21,-5
CCC(=O)Nc1ccc(Oc2ccc(NC(=O)CC)c(NC(=O)CC)c2)cc1,0.2,-19,0,1,102,10,101,102,7,13,-4
O=C(NNC(=O)C(c1ccccc1)c1ccccc1)c1cccs1,1.3,-3,0,3,91,24,94,88,3,48,2
Fc1ccc(Oc2nc(-c3ccccn3)nc3ccccc23)cc1,·,-5,·,·,99,10,?,101,5,·,-5
O=C(CCl)Oc1ccc2occ(C(=O)c3cccs3)c2c1,0.0,0,-3,0,105,17,102,101,7,47,-13
CC1=NN(C(N)=S)C(=O)C1N=Nc1cccc(C)c1 (centres undefined),·,-54,·,·,103,3,?,104,·,·,15
O=C(O)CSc1nnc(CNc2ccccc2Cl)n1-c1ccccc1,0.6,-14,0,0,99,19,95,99,17,23,·
CCc1ccc2c(CSc3nnnn3C)cc(=O)oc2c1,·,-2,·,·,103,29,?,104,7,·,22
Cc1nn(C2CCS(=O)(=O)C2)c(C)c1C=O (centres undefined),1.0,-9,0,4,99,16,93,98,7,11,-20
CCOC(=O)C1CCN(C(=O)c2ccc(CNS(=O)(=O)c3ccc(C)cc3)cc2)CC1,-1.0,-10,2,-3,101,-9,110,106,8,9,-3
CC(C)CC1c2[nH]c3ccccc3c2CCN1CCCn1cccn1 (centres undefined),2.5,-85,0,3,100,10,98,97,6,18,20
O=C1[C@@H]2[C@H](C(=O)N1Cc1cccnc1)[C@H]1C=C[C@@H]2C1,0.0,-2,-6,1,99,-16,98,97,9,11,·
COc1cc(/C=N\NC(=O)CNC(=O)C2COc3ccccc3O2)ccc1O (centres undefined),0.1,-27,-1,28,102,27,98,97,12,12,·
CC(=O)Nc1cc(N=Cc2ccc(O)cc2O)c(Cl)cc1Cl,-1.0,-39,0,-4,99,36,92,95,12,12,·
N#CC1=C2SCN(Cc3ccco3)CN2C(=O)CC1c1c(F)cccc1Cl (centres undefined),0.4,-38,-7,2,86,28,111,98,4,21,·
NC(=O)c1ccc(NC(=O)CCC(=O)N2CCN(S(=O)(=O)c3ccc(Cl)cc3)CC2)cc1,·,-5,·,·,102,4,?,98,7,·,-13
CCn1nc(C)cc1C(=O)Sc1cccc(Br)c1,·,-8,·,·,98,3,?,101,6,·,12
CCOC(=O)c1sc(=S)n(C)c1NC(=O)c1ccccc1C,-1.4,-62,-29,-7,86,-3,124,97,4,13,·
O=C(Nc1ccc(Cl)cc1Cl)c1ccc(-c2ccccc2)cc1,-0.4,4,-3,-2,78,70*,94,95,8,7,-11
Clc1ccccc1-c1nnn(Cc2ccc(-c3nn[nH]n3)cc2)n1,-0.2,2,0,-1,100,18,105,103,6,26,5

# Compound activity as filed in PubChem BioAssay.
